# GC-A act: GC-A stimulated cGMP production enhancers – HEK293 GC-A cells, cGMP TR-FRET, EC30 ANP, primary screen; Atrial natriuretic peptide receptor 1 (Homo sapiens), P16066; 0% at EC30 ANP, 100% saturating ANP; activation, % at 10 µM; actives 0.14% (n = 370,000); in the data active = activation above about 40%
# ADAM17 inh: ADAM17 inhibitors, primary screen, biochemical, QFRET; AID 720648, 2013; recombinant ADAM17, EDANS/DABCYL FRET peptide cleavage; actives 0.83% (n = 370,000); inhibition, % at 6.95 µM; Disintegrin and metalloproteinase domain-containing protein 17 (Homo sapiens), P78536;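 active = inhibition above the mean of compounds lying between control limits plus 3 SD, set per campaign, cut at about 8.5% in these data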;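 also: 0% = DMSO-only wells as the low control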
# Target sequence (P78536 215-824 limits assumed): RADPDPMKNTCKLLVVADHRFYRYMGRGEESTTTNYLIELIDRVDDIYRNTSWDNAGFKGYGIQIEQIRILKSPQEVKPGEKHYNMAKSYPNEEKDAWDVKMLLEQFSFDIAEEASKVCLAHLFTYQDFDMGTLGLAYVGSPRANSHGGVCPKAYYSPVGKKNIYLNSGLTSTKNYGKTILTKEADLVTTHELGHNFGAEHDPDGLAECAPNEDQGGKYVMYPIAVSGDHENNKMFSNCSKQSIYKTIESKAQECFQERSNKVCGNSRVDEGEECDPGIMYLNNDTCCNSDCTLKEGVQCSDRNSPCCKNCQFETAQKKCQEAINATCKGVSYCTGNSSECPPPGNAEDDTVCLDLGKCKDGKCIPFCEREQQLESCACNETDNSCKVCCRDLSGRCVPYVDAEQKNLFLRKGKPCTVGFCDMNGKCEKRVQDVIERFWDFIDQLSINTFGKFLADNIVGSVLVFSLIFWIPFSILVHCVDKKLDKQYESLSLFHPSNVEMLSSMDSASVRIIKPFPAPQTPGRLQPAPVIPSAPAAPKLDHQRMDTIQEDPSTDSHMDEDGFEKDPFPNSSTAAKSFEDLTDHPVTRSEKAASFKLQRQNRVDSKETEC
# DAX1 inh-1: DAX1 (NR0B1) inhibitors on StAR promoter, primary screen, cell-based, luminescence, SF-1 (NR5A1), full-length DAX-1; inhibition, % at 6.8 µM; actives 1.1% (n = 370,000); HEK293T StAR-luciferase reporter, SF-1/DAX-1 repression relief; AID 652010, 2013;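 active = inhibition above the mean over all tested compounds plus 3 SD, cut at about 3.6% in these data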;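 also: 0% = DAX-1 cells with DMSO and 100% = cells lacking DAX-1 with DMSO; higher inhibition means more luminescence from relief of DAX-1 repression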
# PG9 binder: binders of HIV-1 gp120 antibody PG9, primary screen, biochemical, TR-FRET | TR-FRET gp120-PG9 antibody binding | inhibition, % at 6.7 µM | HIV-1 gp120 / PG9 antibody interaction | AID 624416, 2012 | actives 0.43% (n = 360,000); in the data active = inhibition above about 8.5%
# ADAM10 inh: human ADAM10 inhibitors, primary screen, biochemical, QFRET, HTS; recombinant ADAM10, EDANS/DABCYL FRET peptide cleavage, 3 h; actives 0.62% (n = 370,000); AID 720582, 2013; Disintegrin and metalloproteinase domain-containing protein 10 (Homo sapiens), O14672; inhibition, % at 7 µM;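 active = inhibition above a per-campaign cutoff equal to the mean of compounds falling between control-based bounds plus 3 SD, cut at about 20% in these data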;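 also: 0% = DMSO wells while the 100% control is not disclosed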
# SMARCA2 activ: SMARCA2 (BRM) function activators, primary screen, cell-based, luminescence, high throughput; MG213 cells, MMTV-luciferase reporter, dexamethasone, overnight; activation, % at 9.1 µM; actives 1% (n = 370,000); AID 652017, 2013; in the data active = activation above about 7.8%;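 also: 0% = vehicle wells and 100% = reference activator wells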
# ssDAF12 agonist: S. stercoralis DAF-12 nuclear receptor activators, primary screen, cell-based, luminescence, HEK293, GRIP1 co-expression, lit1-tk-luc; AID 652126, 2013; Nuclear hormone receptor DAF-12 (Strongyloides stercoralis); activation, % at 6.8 µM; HEK293 ssDAF-12/GRIP1 lit1-tk-luc reporter; % of 3 µM dafachronic acid response; actives 1% (n = 370,000);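 active = activation above the mean over all tested compounds plus 3 SD, cut at about 0.9% in these data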;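 also: 0% = DMSO-only wells and 100% = 3 µM delta7-dafachronic acid wells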
# hgDAF-12 ag: H. glycines DAF-12 receptor agonists, primary screen, cell-based, luminescence, HEK293, GAL4 fusion, UAS-luciferase; HEK293 GAL4-hgDAF12 UAS-luciferase reporter, agonist luminescence; normalized to butyrate control; actives 1.8% (n = 370,000); Nuclear hormone receptor DAF-12 (Heterodera glycines), GAL4 fusion; activation, % at 6.8 µM; AID 687014, 2013;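 active = activation above a cutoff set at the mean of all screened compounds plus 3 SD, cut at about 10% in these data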;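 also: 0% = DMSO wells and 100% = sodium butyrate wells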
# GAA850 FXN act: FXN promoter activators, primary screen, cell-based, luciferase luminescence, HEK293 lucGAA850 | activation, % at 6 µM | actives 0.56% (n = 360,000) | HEK293 lucGAA850 FXN promoter luciferase reporter, 24 h; percent of 10 µM SAHA response;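 active = activation above the average of all compounds screened plus 3 SD, cutoff fixed separately per campaign, cut at about 7.5% in these data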;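 also: 0% = DMSO wells and 100% = 10 µM SAHA wells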
# hcDAF12 agonist: H. contortus DAF-12 nuclear receptor activators, primary screen, cell-based, luminescence, HEK293, lit1-tk-luc reporter; actives 1.4% (n = 370,000); activation, % at 6.8 µM; HEK293 hcDAF-12 lit1-tk-luc reporter; 0% DMSO, 100% Δ7-dafachronic acid;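 active = activation above the mean of all tested compounds plus 3 SD, cut at about 5.5% in these data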;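 also: 100% = response to 3 µM Δ7-dafachronic acid high control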
# DAX1 inh-2: DAX1 (NR0B1) inhibitors, primary screen, cell-based, HEK293, Gal4-DAX1, luciferase luminescence | HEK293 Gal4-DAX1 luciferase reporter | Nuclear receptor subfamily 0 group B member 1 (Homo sapiens), P51843 | actives 0.99% (n = 340,000) | inhibition, % at 6.75 µM | AID 504766, 2011;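 active = inhibition above the mean over all tested compounds plus 3 SD, cut at about 4.2% in these data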;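 also: 0% = DAX1-transfected cells with DMSO and 100% = empty-vector control cells with DMSO; inhibition shows as a rise in luminescence from relieved DAX1 repression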
# Target sequence (P51843 207-470 limits assumed): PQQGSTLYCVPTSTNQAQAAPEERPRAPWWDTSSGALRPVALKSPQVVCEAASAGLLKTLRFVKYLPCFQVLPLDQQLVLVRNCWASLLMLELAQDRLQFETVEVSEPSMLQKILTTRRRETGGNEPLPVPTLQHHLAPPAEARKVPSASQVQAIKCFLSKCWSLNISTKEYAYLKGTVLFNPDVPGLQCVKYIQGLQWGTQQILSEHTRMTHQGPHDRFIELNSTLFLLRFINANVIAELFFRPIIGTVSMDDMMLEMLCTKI
# An asterisk follows results filed as active; i = inactive; nt = not tested or not shown.
SMILES,GC-A act,ADAM17 inh,DAX1 inh-1,PG9 binder,ADAM10 inh,SMARCA2 activ,ssDAF12 agonist,hgDAF-12 ag,GAA850 FXN act,hcDAF12 agonist,DAX1 inh-2
COc1ccc(C(=O)/C=C/Nc2cc(C)on2)cc1,0,-10,3.6,0.5,-28,6,-0.2,12*,6.2,2.3,0.8
Cc1noc(C)c1-c1nc(CSc2ccc(Cl)cc2)no1,-6,2,0.4,-3.3,5,2,-1.8,1.4,0.2,-1.4,3.0
N#Cc1cnn(-c2ccccc2)c1NC(=O)c1ccccc1F,5,0,-0.6,-0.1,11,-2,-0.5,5.4,1.9,-1.6,1.2
O=C(Nc1cccc2ncccc12)c1ccccc1Cl,-1,-3,-0.3,-3.3,-2,-4,-1.2,1.1,-0.9,0.5,0.7
CN1CCN(C(c2cccc(C(F)(F)F)c2)c2nnnn2C(C)(C)C)CC1 (centres undefined),-3,-3,0.8,0.2,8,-2,-0.8,0.3,-1.2,-0.7,-0.4
COc1cccc(C(=O)COC(=O)c2ccc(NC(=O)c3ccccc3)cc2)c1,-3,-3,0.0,-1.4,17,-2,-0.8,-0.7,0.9,-0.6,0.0
COc1cc(C(=O)NCCCn2ccnc2)cc(OC)c1OC,0,1,-0.1,-0.8,5,-4,-0.4,-3.3,1.4,0.5,0.3
Cc1ccc(-c2ccc(/C=N/NC(=S)Nc3ccccc3)o2)cc1[N+](=O)[O-],2,14*,-1.1,-2.4,14,-3,-1.6,0.4,3.7,0.5,-0.5
N#CC(c1nc2ccccc2nc1N1CCCC1)S(=O)(=O)c1ccccc1 (centres undefined),4,-450,-0.4,-0.5,i,0,-1.0,1.1,1.1,0.5,0.8
CCN(C(=O)CN1C(=O)COc2ccc(S(=O)(=O)N3CCCCCC3)cc21)c1cccc(C)c1,-14,-5,-0.1,-0.4,-6,-2,-1.2,-1.8,1.8,-1.4,-0.5
COc1cc(NC(=O)CN2C(=O)C(=O)N(C3CCCC3)C2=O)cc(OC)c1,-4,2,-0.4,-0.4,8,-3,-0.1,-1.6,1.3,-1.0,-0.8
Fc1ccc2[nH]c3c(N4CCc5ccccc5C4)ncnc3c2c1,18,-16,-2.1,-0.5,-50,-5,-2.6,-9.1,-0.2,-6.4,nt
COC(=O)C(C)NC(=O)C12CC3CC(C1)CC(c1ccc(C)cc1)(C3)C2 (centres undefined),-5,0,-0.1,-2.7,12,7,-1.1,0.0,3.6,0.5,-1.5
O=C(c1ccccc1F)N1CCN(c2ncccn2)CC1,2,-10,-0.3,1.6,-8,-5,-0.8,1.3,-0.9,-1.0,-0.7
CCN(CC(=O)NC1CCS(=O)(=O)C1)S(=O)(=O)c1cc(Br)ccc1Br (centres undefined),2,0,-0.7,1.7,-1,-1,-1.1,-0.7,-1.6,0.7,1.7
COc1cccc2cc(CC(=O)c3ccc(C)c(C)c3)c(=O)oc12,3,-6,0.3,0.3,-2,5,-1.4,0.7,3.1,1.8,-0.4
Cc1ccc(-n2cc(CN(C)Cc3nccn3C)c(-c3cccc(C)c3)n2)cc1,-4,3,0.0,2.9,0,-3,-1.0,-0.9,-0.1,-1.3,-0.7
CCOC(=O)c1cc(C#N)c(Oc2ccccc2)nc1-c1ccccc1,-2,6,-1.6,-1.0,10,-2,-1.4,-2.7,-2.7,-1.9,-0.2
Cc1ccc([N+](=O)[O-])cc1CN1CCN(c2ncc(Cc3ccccc3)cn2)CC1,6,7,-0.4,-0.7,5,-9,-1.3,0.5,nt,-1.2,nt
CCN1CCN(CCNC(=O)c2ccc3c(c2)N(Cc2ccc(F)cc2)C(=O)/C(=C/c2ccccc2)S3)CC1,9,3,0.2,-1.1,5,1,-2.0,-0.9,2.1,-0.5,0.2
C=CCN1C(=O)S/C(=C\c2ccc(N3CCOCC3)cc2C)C1=O,5,-2,1.0,-0.8,1,2,-0.7,5.7,4.4,0.5,4.2*
Cc1ccccc1NC(=O)COc1ccccc1C,-1,0,0.1,-0.7,4,0,-1.0,2.5,1.9,0.1,1.0
Cn1c(Cn2c(=O)sc3ccccc32)nnc1SCC(=O)Nc1ccccc1F,-1,-3,-0.4,-0.6,-23,-2,-0.4,0.5,1.3,-0.8,2.7
COC(=O)[C@]12CCCCC=C1N(Cc1ccco1)C(=O)[C@H](CC(=O)NCC1CCCCC1)C2,-1,-3,-0.3,1.6,-20,-5,-1.2,0.7,nt,-0.3,nt
C=CCn1c(Cc2csc(N)n2)nnc1SCC(=O)Nc1ccccc1C(F)(F)F,-2,-4,-0.1,0.1,0,-2,-1.3,0.2,-0.9,-0.5,-0.4
CC1C=CCC2C(=O)N(c3ccc(Cl)cc3O)C(=O)C12 (centres undefined),0,0,-0.1,-0.3,-4,2,-1.4,3.2,-0.8,2.2,1.3
CCOC(=O)C1(C)CCN1C(=O)c1ccc(OC)c(C(F)(F)F)c1 (centres undefined),6,-2,0.3,-1.2,-7,0,-1.3,1.8,-1.4,-1.7,nt
O=C(Nc1ccccc1)N(CCCN1CCOCC1)Cc1cccs1,2,0,-0.1,0.1,-40,-3,-1.2,2.2,-1.0,-0.2,0.7
Cc1ccccc1NC(=S)NCc1ccco1,1,4,-0.5,-3.0,5,-4,-1.3,-3.3,0.2,3.1,0.2
COc1cc2[nH]c(=O)n(Cc3ccc(C(=O)NCC4CCCO4)cc3)c(=O)c2cc1OC (centres undefined),-4,-2,-0.9,0.8,-7,2,-0.4,-0.3,2.4,-1.2,-0.2
O=C(CSc1nnc(-c2ccccn2)n1-c1ccccc1)c1ccc(Cl)c(Cl)c1,-4,-1,1.2,nt,-2,-3,-0.6,2.4,nt,-0.1,nt
Cn1c(=O)c2c(nc(CN3CCc4ccccc4C3)n2Cc2ccccc2F)n(C)c1=O,-4,-1,-0.5,0.8,-5,0,-0.5,-0.9,0.3,0.2,0.2
CCCOc1ccc(Cn2c(=O)oc3ccc(C)cc32)cc1OC,0,7,-1.0,-1.2,9,-4,-0.8,-1.7,0.3,-2.9,-0.2
Cc1ccccc1-n1nnnc1SCc1ncc(-c2ccccc2)o1,-8,2,-0.5,1.6,10,-4,-1.1,-1.5,0.5,-2.3,-2.1
Cc1nc(NC(=O)CN2CCCCC2)sc1C(=O)N(C)C,3,-4,-0.1,-0.5,3,-1,-0.6,-0.3,1.6,-1.2,1.5
OCCC1CN(Cc2cnc(-c3cccc4ccccc34)nc2)CCN1C1CCCCC1 (centres undefined),1,-6,0.8,-1.1,-3,-2,-1.4,0.1,0.8,0.4,0.6
COc1ccc(CCNC(=O)CSCC(=O)Nc2ccccc2)cc1OC,-2,-2,0.5,-2.0,12,-1,-0.5,0.9,1.6,2.1,2.9
O=C(Nc1ccccc1Cl)c1ccc2c(=O)n3c(nc2c1)CCC3,0,-2,12*,1.1,-9,7,0.0,15*,1.9,3.5,0.2
CC(C)=NNc1nc2c(c(=O)[nH]c(=O)n2C)n1CCCc1ccccc1,3,-9,-0.4,-2.2,-11,-2,-0.3,-0.5,1.9,-0.9,-0.8
CN1C(=O)c2cccc3c(Cl)ccc(c23)C1=O,1,-37,0.3,-0.8,-105,-2,-1.1,-1.7,2.9,-1.2,-0.1

# Whole records, looked up by structure. Values in the order: GC-A act	ADAM17 inh	DAX1 inh-1	PG9 binder	ADAM10 inh	SMARCA2 activ	ssDAF12 agonist	hgDAF-12 ag	GAA850 FXN act	hcDAF12 agonist	DAX1 inh-2
# `Cc1ccccc1NC(=S)NCc1ccco1` as listed: 1	4	-0.5	-3.0	5	-4	-1.3	-3.3	0.2	3.1	0.2
# `CCOC(=O)c1cc(C#N)c(Oc2ccccc2)nc1-c1ccccc1` as listed: -2	6	-1.6	-1.0	10	-2	-1.4	-2.7	-2.7	-1.9	-0.2
# `COc1cc(C(=O)NCCCn2ccnc2)cc(OC)c1OC` as listed: 0	1	-0.1	-0.8	5	-4	-0.4	-3.3	1.4	0.5	0.3
# `Cc1ccc(-n2cc(CN(C)Cc3nccn3C)c(-c3cccc(C)c3)n2)cc1` as listed: -4	3	0.0	2.9	0	-3	-1.0	-0.9	-0.1	-1.3	-0.7
# `COC(=O)C(C)NC(=O)C12CC3CC(C1)CC(c1ccc(C)cc1)(C3)C2` (centres undefined) as listed: -5	0	-0.1	-2.7	12	7	-1.1	0.0	3.6	0.5	-1.5

# More entries:
SMILES,GC-A act,ADAM17 inh,DAX1 inh-1,PG9 binder,ADAM10 inh,SMARCA2 activ,ssDAF12 agonist,hgDAF-12 ag,GAA850 FXN act,hcDAF12 agonist,DAX1 inh-2
O=C(c1ccccc1)c1ccc(N2CCCC2)cc1,-2,-9,1.8,2.4,0,5,-0.2,12*,5.5,2.0,0.6
C[n+]1c(-c2ccc(C=NNC(=O)c3ccc(C(=O)NN=Cc4ccc(-c5cn6ccccc6[n+]5C)cc4)cc3)cc2)cn2ccccc21,0,-6,0.2,5.7,-43,0,-1.0,0.6,nt,0.1,1.2
C/C(=N\NC(N)=O)c1ccccc1Cl,-3,-2,-0.4,-0.5,9,1,-0.7,-2.7,2.5,0.5,-0.4
COc1ccc(Cl)cc1NC(=O)CN(C)CC(=O)NCc1cccs1,-1,0,1.5,-0.6,-5,-1,-1.6,2.3,-0.7,-1.4,0.0
CN(C)c1cccc(CNC(=O)c2ccc3nc([C@@H]4O[C@H](CO)[C@H](O)[C@H](O)[C@H]4O)[nH]c3c2)c1,-1,-1,-0.7,-3.1,-4,-1,-0.8,1.8,-0.3,0.0,nt
COC(=O)c1ccccc1NC(=O)c1cc2nc(C3CC3)cc(C(F)(F)F)n2n1,-2,0,0.2,-2.0,4,0,-0.8,1.6,1.9,0.9,-0.2
Cc1ccccc1-c1nnc(SCC#N)o1,4,-7,-0.2,-0.5,3,0,-1.9,-2.4,0.1,-0.4,0.1
